TRPC4 inh: inhibitors of mouse TRPC4 channel; B-score at 10 µM; actives 0.39% (n = 300,000); HEK293 TRPC4beta/mu-opioid, DAMGO-evoked Fluo4 calcium flux; hits give low values; Q9QUQ5; AID 2247;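 active = B-score over 3 SD under the library average, no early fluorescence shift, positive overall ratio signal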
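Material: HEK293 cells with stable TRPC4beta plus mu-opioid receptor expression / Probe or stimulus: DAMGO in two steps, submaximal then maximal / Compound: single concentration per test compound / Technique: kinetic Fluo4 fluorescence imaging of calcium influx / Read-out: per-well B score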
RGS4 inh: inhibitors of human RGS4 | B-score at 10 µM | actives 0.45% (n = 310,000) | HEK293 M3R/RGS4 inducible, Fluo-4 calcium flux; hits give high values; triggered by carbachol at its EC20 | P49798;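 active = B-score, a plate-corrected calcium signal, over three deviations above library mean, with baseline fluorescence within five deviations of library mean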;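 also: RGS4 expression induced by doxycycline in cells with stable M3 receptor; B-score is computed from the integrated fluorescence ratio over baseline after carbachol; higher B-score means a larger calcium signal and so more RGS4 inhibition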
MrgX1 antag: human MrgX1 receptor antagonism, primary screen; Q96LB2; MRGX1-HEK293 calcium flux, Fluo-4, BAM8-22 antagonism; hits give low values; B-score at 10 µM; actives 1.3% (n = 310,000);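 active = calcium-response B-score plate-corrected more than 3 library SD below zero, starting fluorescence within 5 deviations, no agonist response on first addition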;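 also: peak minus trough fluorescence over baseline after final BAM8-22 challenge near maximal dose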
RGS4 act: potentiators or activators of RGS4; HEK293 M3R/inducible RGS4, carbachol calcium flux Fluo4; hits give low values; B-score at 10 µM; actives 0.92% (n = 310,000);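 active = B-score of the integrated calcium signal more than 4 SD below the library mean, with starting fluorescence not abnormally high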;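 also: negative B-score means reduced calcium response which marks RGS4 activation or potentiation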
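System: HEK293 FlpIn-TREx cells, stable M3R, doxycycline-inducible RGS4. Timing: overnight RGS4 induction, 30 min dye load 37 °C, 20 min compound RT. Also added: carbachol, ECmax concentration. Measured by: Fluo4 fluorescence kinetic imaging of calcium. Evaluation: integrated calcium ratio converted to B score.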
MrgX1 allo act: human MrgX1 positive allosteric modulation, primary screen; Q96LB2; MrgX1-HEK293, Fluo-4 calcium flux, FDSS; hits give high values; B-score at 10 µM; actives 0.63% (n = 310,000); AID 588675;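 active = plate-corrected calcium response at least 3 library SD above typical, normal starting fluorescence, not activating the receptor alone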;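 also: compound read alongside a low EC10 to EC30 dose of BAM8-22 agonist; peak minus trough fluorescence over baseline measured at the second addition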
MrgX1 agonist: human MrgX1 receptor agonism, primary screen; Q96LB2; MrgX1-HEK293 cells, Fluo-4 calcium fluorescence, agonist mode; hits give high values; B-score at 10 µM; actives 0.44% (n = 310,000);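 active = calcium response B-score plate-corrected fluorescence ratio at least 3 library SD, with starting fluorescence B-score inside 5 SD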
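Material – MrgX1-expressing HEK293 cells · Input – 15,000 cells seeded per well · Dosing – compound as first of three additions · Times – overnight seeding, then 1 h dark dye loading · Measured by – kinetic Fluo-4 NW fluorescence of intracellular calcium · Read-out – B-scored fluorescence response ratio · Benchmarks – positive and negative control wells on each plate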
TRPC6 act: activates the mouse TRPC6 cation channel; HEK293-TRPC6 membrane potential dye fluorescence; hits give high values; actives 0.13% (n = 310,000); B-score at 10 µM; AID 2550;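 active = B-score of the integrated fluorescence ratio above library mean plus 3 SD, and starting fluorescence ratio within library mean plus 5 SD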;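 also: higher score means more depolarization so channel activation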
Target sequence (Q61143 whole entry, looked up): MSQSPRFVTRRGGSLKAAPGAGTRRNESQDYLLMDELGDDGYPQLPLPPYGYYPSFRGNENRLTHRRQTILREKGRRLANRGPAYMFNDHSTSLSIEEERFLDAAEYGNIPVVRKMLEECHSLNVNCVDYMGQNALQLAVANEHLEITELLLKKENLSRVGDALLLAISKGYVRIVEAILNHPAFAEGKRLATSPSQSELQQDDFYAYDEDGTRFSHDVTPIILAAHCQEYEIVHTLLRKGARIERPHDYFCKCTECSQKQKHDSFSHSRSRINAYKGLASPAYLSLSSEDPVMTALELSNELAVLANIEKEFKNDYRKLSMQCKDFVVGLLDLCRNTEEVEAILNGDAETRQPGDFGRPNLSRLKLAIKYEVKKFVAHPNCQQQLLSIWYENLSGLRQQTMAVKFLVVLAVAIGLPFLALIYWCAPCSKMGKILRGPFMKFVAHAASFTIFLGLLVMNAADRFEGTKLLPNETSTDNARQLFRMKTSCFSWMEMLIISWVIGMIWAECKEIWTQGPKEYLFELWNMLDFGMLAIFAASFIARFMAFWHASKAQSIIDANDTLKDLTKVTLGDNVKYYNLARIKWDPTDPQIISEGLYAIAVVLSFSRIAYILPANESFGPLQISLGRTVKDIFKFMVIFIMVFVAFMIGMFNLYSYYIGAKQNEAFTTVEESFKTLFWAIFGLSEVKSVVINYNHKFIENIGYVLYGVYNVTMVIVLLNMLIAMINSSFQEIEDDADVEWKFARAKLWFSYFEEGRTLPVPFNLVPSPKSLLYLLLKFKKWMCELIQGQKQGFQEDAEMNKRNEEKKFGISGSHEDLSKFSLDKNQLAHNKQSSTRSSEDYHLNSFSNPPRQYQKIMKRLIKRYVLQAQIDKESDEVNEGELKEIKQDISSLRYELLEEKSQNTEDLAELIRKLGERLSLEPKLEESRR
Platelet DG rel: modulates dense granule release in human platelets; human platelet-rich plasma, SFLLRN dense granule ATP release, luminescence; inhibition, %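 (compounds screened at 7.5 µM in platelet-rich plasma)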; actives 0.22% (n = 300,000); AID 1663;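 active = mean replicate score, as percent of positive control, at or above 50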
SKKanGAS inh: blocks kanamycin growth of S. pyogenes SKKanGAS strain; AID 1662; BacTiter-Glo, 6 h; inhibition, % at 7.5 µM; actives 1.3% (n = 300,000);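 active = mean replicate score, as percent of positive control median, at least 50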;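 also: strain carries kanamycin resistance gene driven by streptokinase promoter and grows in 40 µg/ml kanamycin; loss of luminescence reflects streptokinase promoter inhibition or plain growth inhibition; 0% = median of DMSO wells and 100% = positive control at its reference dose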
HIF act: HIF pathway transcriptional activation | U2OS HRE-luciferase reporter, luminescence; normalized: DMSO 0%, desferrioxamine 100% | activation, % at 7.5 µM (by protocol) | actives 0.32% (n = 300,000) | AID 1910;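 active = mean activation of at least 10% of the iron chelator positive control signal, with at least half of replicates also reaching 10%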
TRPC6 inhibitor: mouse TRPC6 channel inhibition; AID 2553; actives 1.1% (n = 310,000); HEK293-TRPC6, membrane potential dye, ACh-evoked depolarization; hits give low values; B-score at 10 µM; Q61143;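 active = B-score under library mean minus 3 SD, initial fluorescence not abnormally high, positive integrated signal ratio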;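 also: B-score derived from integrated fluorescence ratio over the kinetic read; more negative B-score means stronger inhibition of depolarization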
The depositor's hits bear a star.

For CCn1c(COc2cccc3cccnc23)nnc1SC(F)F the results were TRPC4 inh inactive, RGS4 inh inactive, MrgX1 antag inactive, RGS4 act inactive, MrgX1 allo act inactive, MrgX1 agonist inactive, TRPC6 act inactive, Platelet DG rel 2.2, SKKanGAS inh 1.4, HIF act 0.1 and TRPC6 inhibitor inactive.
COc1ccc(CNC(=O)c2ccc(CNc3c(NC4CCCCC4)c(=O)c3=O)cc2)cc1 was read as TRPC4 inh inactive, RGS4 inh inactive, MrgX1 antag inactive, RGS4 act inactive, MrgX1 allo act inactive, MrgX1 agonist inactive, TRPC6 act inactive, Platelet DG rel -13.0, SKKanGAS inh 7.7, HIF act 0.0 and TRPC6 inhibitor inactive.
Cc1csc(SCCn2c(N3CCN(c4ccccc4)CC3)nc3c2c(=O)[nH]c(=O)n3C)n1 was read as TRPC4 inh inactive, RGS4 inh inactive, MrgX1 antag inactive, RGS4 act inactive, MrgX1 allo act inactive, MrgX1 agonist inactive, TRPC6 act inactive, Platelet DG rel 5.6, SKKanGAS inh -2.2, HIF act -0.1 and TRPC6 inhibitor inactive.
For CCOC(=O)C1(C)NC(c2ccc(N(C)C)cc2)C2C(=O)N(CC)C(=O)C21 (centres undefined) the results were TRPC4 inh inactive, RGS4 inh inactive, MrgX1 antag inactive, RGS4 act inactive, MrgX1 allo act inactive, MrgX1 agonist inactive, TRPC6 act inactive, Platelet DG rel -0.1, SKKanGAS inh -2.2, HIF act -0.1 and TRPC6 inhibitor inactive.
For CS(=O)c1ccc(-n2c(=O)n(Cc3ccccc3)c(=O)c3[nH]cnc32)cc1 (centres undefined) the results were TRPC4 inh inactive, RGS4 inh inactive, MrgX1 antag inactive, RGS4 act inactive, MrgX1 allo act inactive, MrgX1 agonist inactive, TRPC6 act inactive, Platelet DG rel -6.0, SKKanGAS inh 1.4, HIF act -1.1 and TRPC6 inhibitor inactive.
`CC(OC(=O)C1=COCCO1)C(=O)Nc1cc(S(=O)(=O)N2CCCCC2)ccc1Cl` (centres undefined) gave TRPC4 inh inactive, RGS4 inh inactive, MrgX1 antag inactive, RGS4 act inactive, MrgX1 allo act inactive, MrgX1 agonist inactive, TRPC6 act inactive, Platelet DG rel 2.3, SKKanGAS inh -0.2, HIF act -0.3 and TRPC6 inhibitor inactive.
CCOC(=O)c1nnc(-c2ccccc2)nc1NCc1ccc(Cl)cc1 was read as TRPC4 inh inactive, RGS4 inh inactive, MrgX1 antag inactive, RGS4 act inactive, MrgX1 allo act inactive, MrgX1 agonist inactive, TRPC6 act inactive, Platelet DG rel 4.2, SKKanGAS inh 42.3, HIF act 0.0 and TRPC6 inhibitor inactive.
For CC(C)NC(=O)CSc1ccccc1C(=O)NNC(=O)Cn1ccc(C(F)(F)F)n1 the results were TRPC4 inh inactive, RGS4 inh inactive, MrgX1 antag inactive, RGS4 act inactive, MrgX1 allo act inactive, MrgX1 agonist inactive, TRPC6 act inactive, Platelet DG rel 6.1, SKKanGAS inh -4.5, HIF act -0.7 and TRPC6 inhibitor inactive.
Screening COC(=O)C(CCSC)NC(=O)c1cc2c(n(-c3ccc(C)cc3)c1=O)CCCC2=O (centres undefined) returned TRPC4 inh inactive, RGS4 inh inactive, MrgX1 antag inactive, RGS4 act inactive, MrgX1 allo act inactive, MrgX1 agonist inactive, TRPC6 act inactive, Platelet DG rel -5.2, SKKanGAS inh -6.0, HIF act 0.2 and TRPC6 inhibitor inactive.
CCC1CCCCN1c1ccc([N+](=O)[O-])cc1/C=N/NC(=O)Cn1c2ccccc2c(=O)c2ccccc21 (centres undefined) was read as TRPC4 inh inactive, RGS4 inh inactive, MrgX1 antag inactive, RGS4 act inactive, MrgX1 allo act inactive, MrgX1 agonist inactive, TRPC6 act inactive, Platelet DG rel 3.2, SKKanGAS inh 19.0, HIF act -1.7 and TRPC6 inhibitor inactive.
COc1ccc(C(=O)NCC(=O)NCc2cc(=O)n(C)c(=O)n2C)cc1 was read as TRPC4 inh inactive, RGS4 inh inactive, MrgX1 antag inactive, RGS4 act inactive, MrgX1 allo act inactive, MrgX1 agonist inactive, TRPC6 act inactive, Platelet DG rel -1.6, SKKanGAS inh 3.9, HIF act -0.3 and TRPC6 inhibitor inactive.
Cc1cc(C(=O)COC(=O)Cc2n[nH]c(=O)c3ccccc23)c(C)n1-c1ccc2c(c1)OCO2 was read as TRPC4 inh inactive, RGS4 inh inactive, MrgX1 antag inactive, RGS4 act inactive, MrgX1 allo act inactive, MrgX1 agonist inactive, TRPC6 act inactive, Platelet DG rel -13.2, SKKanGAS inh 9.0, HIF act 0.2 and TRPC6 inhibitor inactive.
For CCOc1ccccc1CN1CCN(Cc2ccc3cccc(OC)c3n2)CC1CCO (centres undefined) the results were TRPC4 inh inactive, RGS4 inh inactive, MrgX1 antag inactive, RGS4 act inactive, MrgX1 allo act inactive, MrgX1 agonist inactive, TRPC6 act inactive, Platelet DG rel 8.5, SKKanGAS inh 1.5, HIF act -0.7 and TRPC6 inhibitor inactive.
For O=C(CCCn1c(=O)[nH]c2ccsc2c1=O)N1CCCCC1 the results were TRPC4 inh inactive, RGS4 inh inactive, MrgX1 antag inactive, RGS4 act inactive, MrgX1 allo act inactive, MrgX1 agonist inactive, TRPC6 act inactive, Platelet DG rel -1.5, SKKanGAS inh 2.3, HIF act 0.1 and TRPC6 inhibitor inactive.
Screening CCCCC(=O)Nc1ccccc1N1CCOCC1 returned TRPC4 inh inactive, RGS4 inh inactive, MrgX1 antag inactive, RGS4 act inactive, MrgX1 allo act inactive, MrgX1 agonist inactive, TRPC6 act inactive, Platelet DG rel 0.7, SKKanGAS inh 8.4, HIF act 0.1 and TRPC6 inhibitor inactive.
`Clc1ccc(CN2C3=NCCCN3c3ccccc32)cc1Cl` gave TRPC4 inh -6*, RGS4 inh inactive, MrgX1 antag inactive, RGS4 act inactive, MrgX1 allo act inactive, MrgX1 agonist inactive, TRPC6 act inactive, Platelet DG rel -9.7, SKKanGAS inh -7.8, HIF act -0.3 and TRPC6 inhibitor inactive.
For CC1=C(OC(=O)c2ccc(Br)cc2)C(C)(C)C(c2ccccc2)OC1=O (centres undefined) the results were TRPC4 inh inactive, RGS4 inh inactive, MrgX1 antag inactive, RGS4 act inactive, MrgX1 allo act inactive, MrgX1 agonist inactive, TRPC6 act inactive, Platelet DG rel 12.0, SKKanGAS inh -2.8, HIF act -0.3 and TRPC6 inhibitor inactive.
Screening CSc1ccccc1NC(=O)COC(=O)Cc1cccs1 returned TRPC4 inh inactive, RGS4 inh inactive, MrgX1 antag inactive, RGS4 act inactive, MrgX1 allo act inactive, MrgX1 agonist inactive, TRPC6 act inactive, Platelet DG rel 1.6, SKKanGAS inh 1.4, HIF act -0.2 and TRPC6 inhibitor inactive.
Screening CN(C)S(=O)(=O)c1ccc(/C(O)=C2/C(=O)C(=O)N(Cc3cccnc3)C2c2ccco2)cc1 (centres undefined) returned TRPC4 inh inactive, RGS4 inh inactive, MrgX1 antag inactive, RGS4 act inactive, MrgX1 allo act inactive, MrgX1 agonist inactive, TRPC6 act inactive, Platelet DG rel 12.6, SKKanGAS inh 2.9, HIF act 0.0 and TRPC6 inhibitor inactive.
`CCN(CC)C(=O)CC(c1ccc(N(C)C)cc1)c1c(OC)cc(OC)c2ccc(=O)oc12` (centres undefined) gave TRPC4 inh inactive, RGS4 inh inactive, MrgX1 antag inactive, RGS4 act inactive, MrgX1 allo act inactive, MrgX1 agonist inactive, TRPC6 act inactive, Platelet DG rel 7.8, SKKanGAS inh -1.3, HIF act -0.6 and TRPC6 inhibitor inactive.
Clc1ccc(-c2nc3ncccn3c2Nc2ccc3c(c2)OCO3)cc1 was read as TRPC4 inh inactive, RGS4 inh inactive, MrgX1 antag inactive, RGS4 act inactive, MrgX1 allo act inactive, MrgX1 agonist inactive, TRPC6 act inactive, Platelet DG rel 0.3, SKKanGAS inh 5.9, HIF act 1.4 and TRPC6 inhibitor inactive.
`Cc1ccc(S(=O)(=O)Nc2cccnc2)cc1C` gave TRPC4 inh inactive, RGS4 inh inactive, MrgX1 antag inactive, RGS4 act inactive, MrgX1 allo act inactive, MrgX1 agonist inactive, TRPC6 act inactive, Platelet DG rel 7.2, SKKanGAS inh 4.2, HIF act 0.2 and TRPC6 inhibitor inactive.
`Cc1ccc(N=Nc2c(N)nn3c(N)c(C#N)c(C)nc23)cc1` gave TRPC4 inh inactive, RGS4 inh inactive, MrgX1 antag inactive, RGS4 act inactive, MrgX1 allo act inactive, MrgX1 agonist inactive, TRPC6 act inactive, Platelet DG rel 2.7, SKKanGAS inh -2.5, HIF act -0.5 and TRPC6 inhibitor inactive.
`Cc1ccc(N2CCN(S(=O)(=O)c3cccs3)CC2C)cc1` (centres undefined) gave TRPC4 inh inactive, RGS4 inh inactive, MrgX1 antag inactive, RGS4 act inactive, MrgX1 allo act inactive, MrgX1 agonist inactive, TRPC6 act inactive, Platelet DG rel -11.6, SKKanGAS inh 15.4, HIF act -0.3 and TRPC6 inhibitor inactive.
Screening COc1cccc(C2C3(C#N)C(N)=NC(OC)(OC)C23C#N)c1 (centres undefined) returned TRPC4 inh inactive, RGS4 inh inactive, MrgX1 antag inactive, RGS4 act inactive, MrgX1 allo act inactive, MrgX1 agonist inactive, TRPC6 act inactive, Platelet DG rel 3.5, SKKanGAS inh -18.9, HIF act 0.7 and TRPC6 inhibitor inactive.
`COc1ccc2oc(C(=O)OCC(=O)N3CCN(C(C)=O)CC3)c(C)c2c1` gave TRPC4 inh inactive, RGS4 inh inactive, MrgX1 antag inactive, RGS4 act inactive, MrgX1 allo act inactive, MrgX1 agonist inactive, TRPC6 act inactive, Platelet DG rel -0.9, HIF act 0.0 and TRPC6 inhibitor inactive.
COC(=O)c1ccc(C(=O)Nc2ccc(C(C)C)cc2N)cc1 was read as TRPC4 inh inactive, RGS4 inh inactive, MrgX1 antag inactive, RGS4 act inactive, MrgX1 allo act inactive, MrgX1 agonist inactive, TRPC6 act inactive, Platelet DG rel -4.0, SKKanGAS inh -1.9, HIF act 2.0 and TRPC6 inhibitor inactive.

Bioassay records (PubChem BioAssay)
